Source: PubChem BioAssay
CAL PDZ FP-1: inhibitors of human CAL PDZ peptide binding. Q9HD26. purified CAL PDZ, TMR-peptide fluorescence polarization, 1 h. inhibition, % at 20 µM. 330,000 compounds, 0.02% hits. AID 504414;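 active = highest replicate inhibition of at least 40%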;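 also: plate controls were DMSO neutral control wells for no effect and unlabeled competitor peptide control wells for full effect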
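Test system: tagged CAL PDZ domain / Buffer or medium: sodium phosphate/NaCl buffer pH 7.4 with TCEP, IgG, Thesit / Reagent: TMR-labelled reporter peptide T*-PRC34 bound in PDZ groove / Compound dosing: single point, 20 µM / Schedule: 1 h incubation at room temperature before polarization reading / Technique: fluorescence polarization (mP) / Benchmarks: unlabelled peptide, DMSO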
NSD2 inh: NSD2 (human) methyltransferase inhibition. O96028. NSD2 peptide methylation, AlphaScreen, 120 min. inhibition, % at 12.5 µM. 310,000 compounds, 0.54% hits; in the data active = inhibition above about 50%
Rtt109 HAT inh: blocks Candida albicans Rtt109/Vps75 acetyltransferase activity | inhibition, % at 34.9 µM | purified Rtt109/Vps75, ThioGlo CoA-SH fluorescence, 4 h | AID 540336 | 330,000 compounds, 0.16% hits | Q5AAJ8;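 active = inhibition of at least 50% in every replicate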
Target sequence (Q5AAJ8 whole entry, looked up): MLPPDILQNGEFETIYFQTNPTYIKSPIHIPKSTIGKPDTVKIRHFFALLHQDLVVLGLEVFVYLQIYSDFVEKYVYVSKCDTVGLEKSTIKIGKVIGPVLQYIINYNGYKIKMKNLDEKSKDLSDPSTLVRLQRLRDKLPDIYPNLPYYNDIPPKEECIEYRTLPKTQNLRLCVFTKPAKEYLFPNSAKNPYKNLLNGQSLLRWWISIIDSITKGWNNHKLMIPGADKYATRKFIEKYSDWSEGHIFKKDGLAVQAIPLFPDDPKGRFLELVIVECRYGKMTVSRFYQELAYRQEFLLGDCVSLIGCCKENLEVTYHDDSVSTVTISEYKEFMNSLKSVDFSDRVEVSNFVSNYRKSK
SR-BI DiI-HDL act: activators of SR-BI mediated HDL lipid uptake | CHO ldlA[mSR-BI] cells, DiI-HDL uptake fluorescence, 3 h; 100 = double the neutral-control signal | activation, % at 12.5 µM | 320,000 compounds, 0.096% hits | AID 504775;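 active = mean replicate activation of at least 60% and every replicate at or above 60%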;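 also: 0% = median plate neutral-control signal and 100% = twice that signal; values of inactives mirror those of a sister screen read the other way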
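material = CHO ldlA[mSR-BI] cells | medium = Ham's F12 with 0.5% BSA, HEPES 25 mM, pH 7.4 | reagent = fluorescent DiI-HDL, 10 µg/mL final | compound dosing = single-point compound dose | incubation = 3 h, 37 °C | measured by = bottom-read fluorescence, 550/595 nm | measure = HDL uptake via cellular fluorescence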
MITF TRPM1 HTS: activators of MITF-driven TRPM1 promoter activity in SK-MEL-5 cells. SK-MEL-5 TRPM1-promoter luciferase, 24 h; % of positive control, neutral wells = 0. activation, % at 12.5 µM. 300,000 compounds, 0.75% hits. AID 588334;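 active = mean activation of at least 80% with every replicate also reaching 80%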;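 also: 0% = neutral control wells and 100% = parthenolide positive control wells; values of inactives mirror those of a sister screen read the other way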
PvdQ acylase: blocks Pseudomonas aeruginosa PvdQ acylase activity; purified PvdQ acylase, fluorescence plate reader; inhibition, % at 10 µM; 340,000 compounds, 0.063% hits; in the data active = inhibition above about 30%, passing the limit was not always enough;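 also: 0% = vehicle neutral wells and 100% = reference inhibitor wells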
PfHsp90 yeast 2: reduces growth (ATP signal) of yeast expressing P. falciparum Hsp90 | S. cerevisiae expressing PfHsp90, BacTiter-Glo ATP, 48 h; yeast lacking PDR1 and PDR3 efflux regulators | inhibition, % at 9.4 µM | 310,000 compounds, 0.32% hits;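 active = every replicate shows inhibition above about 80%, whatever the replicate mean, limit read from the data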;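 also: 0% = DMSO neutral controls and 100% = 20 µM radicicol positive controls; yeast relying on Plasmodium falciparum Hsp90 in place of its own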
CAL PDZ FP-2: blocks peptide binding to the human CAL PDZ domain; Q9HD26; purified CAL PDZ, TMR-peptide fluorescence polarization, 1 h; inhibition, % at 24.9 µM; 300,000 compounds, 0.92% hits; AID 602252;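 active = mean inhibition of at least 30% with at least half of replicates also reaching 30%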;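 also: 0% = DMSO neutral control and 100% = excess unlabeled competitor peptide PRC23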
SR-BI HDL uptake: inhibitors of mouse SR-BI mediated HDL lipid uptake; Q61009; ldlA[mSR-BI] CHO cells, DiI-HDL uptake fluorescence, 3 h; inhibition, % at 12.5 µM; 320,000 compounds, 0.96% hits;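 active = mean replicate inhibition of at least 70% and a set share of replicates each scoring 70 or more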;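 also: 0% = median of neutral control wells and 100% = median of positive control wells; values of inactives mirror those of a sister screen read the other way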
dFosB activator: enhances mouse delta FosB homodimer DNA binding; purified delta FosB, TAMRA-CDK5 oligo fluorescence polarization; percent of positive-control signal above neutral wells; P13346; activation, % at 25 µM; 340,000 compounds, 0.99% hits;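 active = mean activation above about 17%, with every replicate also reaching it, limit read from the data, passing the limit was not always enough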;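 also: fluorescence polarization rise as delta FosB binds a TAMRA Cdk5 AP-1 oligo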
Target sequence (P13346 whole entry, looked up): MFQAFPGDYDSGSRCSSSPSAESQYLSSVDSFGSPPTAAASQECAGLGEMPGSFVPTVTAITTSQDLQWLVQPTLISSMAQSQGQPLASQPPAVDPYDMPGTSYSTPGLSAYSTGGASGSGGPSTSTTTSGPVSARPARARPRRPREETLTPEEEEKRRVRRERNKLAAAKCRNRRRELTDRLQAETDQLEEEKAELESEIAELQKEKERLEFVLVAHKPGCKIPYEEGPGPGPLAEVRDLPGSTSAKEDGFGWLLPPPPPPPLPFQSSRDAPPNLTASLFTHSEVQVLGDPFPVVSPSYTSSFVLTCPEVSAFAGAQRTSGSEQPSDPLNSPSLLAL
* = called active by the depositor; x = no result given.

SMILES | CAL PDZ FP-1 | NSD2 inh | Rtt109 HAT inh | SR-BI DiI-HDL act | MITF TRPM1 HTS | PvdQ acylase | PfHsp90 yeast 2 | CAL PDZ FP-2 | SR-BI HDL uptake | dFosB activator
Cc1ccccc1C(=O)NNC(=O)c1ccc2nc[nH]c2c1 | -2.2 | x | 28 | 12 | 4 | 8 | 6 | 1 | -12 | 0
COc1ccc(CCNC(=O)CSc2nc(N)c(C#N)c(-c3cccs3)c2C#N)cc1OC | x | -3 | 10 | 6 | 0 | -3 | x | -1 | -6 | 15
COc1cccc(C(=O)O/N=C(\N)c2ccccn2)c1 | -0.2 | 2 | -4 | 17 | -85 | -5 | 13 | -2 | -17 | -16
CN1CCN(C(=O)/C=C/c2c(F)cccc2Cl)CC1 | 19 | x | 5 | 3 | 12 | 0 | 0 | -9 | -3 | -3
CN(C)c1cccc(C(=O)Nc2cc(C(F)(F)F)ccc2-n2cnc3ccccc32)c1 | 0.7 | 0 | -15 | -16 | 6 | 4 | 1 | -2 | 16 | -3
CCOc1cccc(/C=N/NC(=O)c2cccnc2)c1O | -2.4 | 1 | -4 | -23 | x | 7 | -1 | -4 | 23 | -1
COc1ccc(N2CCN(C(=O)[C@H](C)NC(=O)c3ccccc3Cl)CC2)cc1 | -2.2 | 2 | 2 | x | 12 | 7 | -2 | -5 | x | -3
Cc1ccc(Nc2n[nH]c(C)c2[N+](=O)[O-])cc1C | 0.7 | 0 | 0 | 31 | 50 | 26 | -3 | 1 | -31 | 6
NS(=O)(=O)c1cccc(NC(=O)CN2CCCc3ccccc32)c1 | 1.0 | -1 | 2 | 9 | -18 | -6 | 13 | x | -9 | -2
O=C(Nc1cccc(-c2cn3ccccc3n2)c1)c1cccs1 | -2.7 | -4 | 0 | 16 | 1 | -5 | -23 | -1 | -16 | 1
Cc1ccc(CN2CCN(Cc3cc4ccccc4o3)CC2CCO)cc1 (stereo unspecified) | -0.9 | 3 | 6 | -66 | x | -15 | 32 | -1 | 66 | 2
CCN(CC)c1ccc(/C=N/NC(=S)NCc2ccc(OC)cc2)cc1 | -2.2 | 3 | 0 | 1 | 4 | -6 | 0 | -4 | -1 | -6
O=C(O)c1cc2ccc3ccccc3c2[nH]1 | -1.0 | 2 | 6 | 4 | -16 | -2 | -4 | -4 | -4 | -2
CC(=O)C1=C(O)C(=O)N(CCC(=O)O)C1c1ccccc1Cl (stereo unspecified) | x | 6 | -6 | 10 | 3 | 2 | x | 23 | -10 | -2
COc1ccc(N2CC(C(=O)Nc3cccc(OC(C)C)c3)CC2=O)cc1 (stereo unspecified) | -3.1 | 0 | 1 | x | -4 | -10 | 9 | -1 | x | -5
Oc1ccc(-c2csc(NCc3ccco3)n2)cc1 | -0.5 | 7 | 2 | 6 | x | -11 | x | -3 | -6 | -5
CC1CC(C)CN(C(=O)c2ccc(C#N)cc2)C1 (stereo unspecified) | -0.4 | 0 | -12 | 11 | 7 | -3 | -23 | -2 | -11 | 0
C=CCNc1nc(NCCN2CCOCC2)nc(OC)n1 | -1.0 | 0 | 22 | 38 | 1 | 6 | -8 | -4 | -38 | -1
Cc1ccc(C2C3CSCC=C3C(C#N)=C(N)C2(C#N)C#N)cc1 (stereo unspecified) | -2.3 | 5 | x | -7 | -16 | 11 | -34 | -1 | 7 | -3
COc1cc2c(c(OC)c1OC)-c1ccc(OC)c(=O)cc1C(NC(C)=O)CC2 (stereo unspecified) | -0.8 | 0 | 4 | -23 | -65 | -3 | -22 | -6 | 23 | 9
COc1ccc(-n2nc(C(=O)O)nc2-c2ccccc2)cc1 | 0.2 | 1 | -4 | 35 | 3 | -12 | -18 | 2 | -35 | -2
O=S(=O)(NCC1CC1)c1cc(Cl)cc(Cl)c1 | x | -2 | -3 | -24 | 14 | 10 | 6 | -3 | 24 | -1
COc1ccc(OC)c(Nc2nc(=O)c3cccnc3s2)c1 | 0.4 | x | 112* | 5 | -3 | -7 | -6 | 3 | -5 | -13
CC1CCC(NC(=O)CCNS(=O)(=O)c2ccccc2)CC1 (stereo unspecified) | -1.5 | -5 | -7 | 19 | 27 | -18 | 0 | 4 | -19 | -10
NCCCCCC(=O)O | -0.3 | x | -7 | -10 | 1 | -27 | -10 | -3 | 10 | -2

Next part:
SMILES | CAL PDZ FP-1 | NSD2 inh | Rtt109 HAT inh | SR-BI DiI-HDL act | MITF TRPM1 HTS | PvdQ acylase | PfHsp90 yeast 2 | CAL PDZ FP-2 | SR-BI HDL uptake | dFosB activator
Cc1ccc(CN2CCC(c3cc(-c4ccc(Cl)cc4)n[nH]3)CC2)cc1 | -3.0 | -2 | x | 18 | 3 | -21 | 2 | 0 | -18 | 9
COc1ccc(NC(=O)Cn2cnc3ccccc3c2=O)cc1OC | 0.4 | 2 | 19 | -10 | x | -5 | 2 | x | 10 | 0
O=C(c1cccc(N2CCCC2=O)c1)N1CCN(c2cccc(Cl)c2)CC1 | -1.2 | 2 | 2 | -44 | -8 | -8 | 16 | -2 | 44 | -12
Cn1c(=O)[nH]c(=O)c2c1nc(CN1CCN(c3ccc(F)cc3)CC1)n2CCCc1ccccc1 | -0.9 | 2 | -7 | 43 | 5 | -8 | 7 | x | -43 | -4
CC(=O)c1ccc(NC(=S)NCc2cccnc2)cc1 | -0.5 | -2 | 1 | 7 | 16 | -6 | -6 | x | -7 | -2
CCn1cc(C(=O)N[C@H](C(=O)NCCN2CCOCC2)C(C)C)c(=O)c2cc3c(cc21)OCO3 | -0.2 | x | 15 | 3 | 2 | -2 | 16 | -1 | -3 | -7
Cc1ccccc1NC(=O)C(C)O/N=C/c1cccc([N+](=O)[O-])c1 (stereo unspecified) | -1.6 | 14 | 7 | -3 | x | 3 | 25 | -3 | 3 | -5
O=C(CCSc1ccccc1)OCn1nnc2ccccc2c1=O | -0.2 | 5 | -1 | 1 | 8 | -13 | 8 | -3 | -1 | -7
Cc1ccc2c(c1Br)/C(=N/N1C(=O)c3ccccc3C1=O)C(=O)N2 | -0.2 | -3 | 4 | 14 | -8 | -11 | -6 | -2 | -14 | -8
Cn1cc(S(=O)(=O)N2CCOCC2)cc1C(=O)Nc1ccc(Cl)cc1 | 1.0 | x | -5 | -32 | -4 | 10 | 6 | 0 | 32 | -2
Cc1ccc(-n2nnnc2SCCNS(=O)(=O)c2ccccc2)cc1C | -3.0 | -1 | x | -14 | 3 | 3 | -8 | -2 | 14 | -7
COc1ccc(OC)c(NC(=O)CSc2nc3c(c(=O)n(C)c(=O)n3C)n2C)c1 | -2.4 | -3 | 1 | -4 | 9 | -13 | 2 | 0 | 4 | 6
CC(C)(C)c1ccc(-n2ncc3c2CCCC3NC(=O)c2cnccn2)cc1 (stereo unspecified) | 0.3 | 3 | 24 | -3 | -4 | 5 | -19 | 2 | 3 | -17
COc1ccc(N2C(=O)[C@@H]3Cc4ccccc4CN3C2=O)cc1 | 0.2 | -3 | 0 | 27 | 11 | 4 | 3 | -3 | -12 | -2
Cc1nnsc1C(=O)N1CCCC(C(=O)c2ccc(C(F)(F)F)cc2)C1 (stereo unspecified) | -0.4 | -2 | 4 | 14 | -17 | -9 | 9 | 2 | -14 | -1
O=C(Cc1cccs1)Nc1ccc(F)c(S(=O)(=O)N2CCOCC2)c1 | -2.5 | 0 | -4 | 8 | -6 | -8 | -33 | -3 | -8 | -5
CC(C)OC(=O)/C(C#N)=C/c1cn(C)c2ccccc12 | -2.2 | 6 | 9 | -10 | x | -6 | -3 | -4 | 10 | -5
COC(=O)c1[nH]cnc1C(=O)c1ccccc1 | -0.5 | -1 | 2 | 18 | 1 | -2 | 15 | -4 | -18 | 1
COc1ccc2nc(-c3ccccc3)[nH]c(=O)c2c1 | -0.1 | x | -6 | 8 | 34 | 8 | 3 | 5 | -8 | 3
Cc1ccc2sc(N(CCN(C)C)C(=O)c3ccc(S(=O)(=O)N4CC(C)OC(C)C4)cc3)nc2c1C (stereo unspecified) | -3.4 | 2 | 16 | -1 | -10 | -13 | -30 | 0 | 1 | 1
CCOC(=O)c1ccc(COC(=O)CNS(=O)(=O)c2ccccc2)cc1 | -0.3 | -3 | 2 | 7 | 10 | -12 | -1 | x | -7 | -7
COc1ccc(C(N)CCc2ccc(C)o2)cc1 (stereo unspecified) | -0.2 | 6 | -9 | 2 | 1 | -9 | -27 | 0 | -2 | -2
O=S(=O)(c1cccs1)N1CCC2(CC1)OCCN2S(=O)(=O)c1ccccc1 | -2.4 | 0 | -1 | 10 | -2 | -11 | x | -1 | -10 | -6
COC(CNC(=O)c1cccnc1)OC | -0.8 | 1 | -9 | 12 | -7 | -20 | -45 | 8 | -12 | 8
CC(=O)N1CCc2cc(S(=O)(=O)NC(C)c3ccccc3)ccc21 (stereo unspecified) | -2.2 | -5 | -5 | x | -4 | -13 | 14 | -5 | -1 | 1

Further compounds:
SMILES | CAL PDZ FP-1 | NSD2 inh | Rtt109 HAT inh | SR-BI DiI-HDL act | MITF TRPM1 HTS | PvdQ acylase | PfHsp90 yeast 2 | CAL PDZ FP-2 | SR-BI HDL uptake | dFosB activator
O=C(N/C(=C\c1cccnc1)C(=O)N1CCC(O)CC1)c1ccccc1 | -1.3 | 1 | -11 | x | 1 | -11 | 0 | -1 | x | -4
CC1CN(C(=O)c2ccc(CNS(=O)(=O)c3cccc(C(F)(F)F)c3)cc2)CC(C)O1 (stereo unspecified) | x | -2 | 29 | -10 | -6 | 9 | 9 | -4 | 10 | -2
CCc1ccc(NC(=O)c2sccc2-n2cccc2)cc1 | 0.4 | -1 | 7 | -66 | 10 | 0 | -8 | -3 | 66 | 1
COc1ccc(S(=O)(=O)N2CCOC23CCN(C(=O)c2c(F)cccc2Cl)CC3)cc1 | -2.3 | 1 | -2 | 22 | 5 | -7 | 6 | -5 | -22 | -3
O=c1nc(-c2ccccc2)c2cc(Br)ccc2[nH]1 | -1.7 | -2 | 0 | 19 | x | -3 | -3 | -2 | -19 | -2
NC(=O)c1c(NC(=O)CSc2nnc(Cc3ccccc3)n2Cc2ccco2)sc2c1CCC2 | -0.8 | 2 | 2 | 4 | -8 | -20 | 45 | x | -4 | -15
O=S(=O)(NN1CCOCC1)c1ccc(Cl)s1 | -1.8 | -3 | 18 | 23 | -8 | 12 | -19 | -2 | -23 | -6
CCOc1cc(N2CCOCC2)c(OCC)cc1NC(=O)Cn1nc(C)c([N+](=O)[O-])c1C | -2.5 | -1 | -1 | 12 | 1 | -13 | x | 1 | -12 | 6

Retrieved by structure from the entries so far, two records:
SMILES | CAL PDZ FP-1 | NSD2 inh | Rtt109 HAT inh | SR-BI DiI-HDL act | MITF TRPM1 HTS | PvdQ acylase | PfHsp90 yeast 2 | CAL PDZ FP-2 | SR-BI HDL uptake | dFosB activator
O=c1nc(-c2ccccc2)c2cc(Br)ccc2[nH]1 | -1.7 | -2 | 0 | 19 | x | -3 | -3 | -2 | -19 | -2
O=C(N/C(=C\c1cccnc1)C(=O)N1CCC(O)CC1)c1ccccc1 | -1.3 | 1 | -11 | x | 1 | -11 | 0 | -1 | x | -4
